SUMO Mot1 rescue = SUMOylation pathway inhibition by Mot1-301 growth rescue. S. cerevisiae Mot1-301 growth rescue, ATP luminescence, 38.5C; percent above DMSO median, 100 means doubled. growth rescue, % at 18.8 µM. 1% of 320,000 active;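 active means every valid replicate shows activation above 250% relative to neutral control wells; inactive means the rest, any valid replicate at or below 250%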;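 further: OY570 slx delta 5 strain wells were the positive control but not used for scaling; some compounds called inactive have numbers as strong as hits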
SR-BI DiI-HDL act = SR-BI HDL lipid transfer activation; CHO ldlA[mSR-BI] cells, DiI-HDL uptake fluorescence, 3 h; 100 = double the neutral-control signal; 0.096% of 320,000 active; activation, % at 12.5 µM;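 active means mean replicate activation of at least 60% and every replicate at or above 60%; inconclusive means mean or all-replicate condition met, but not both; inactive means mean below 60% and not all replicates reaching 60%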;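 further: 0% = median plate neutral-control signal and 100% = twice that signal; values of inactives mirror those of a sister screen read the other way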
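Assay system: LDL receptor-deficient CHO ldlA cells overexpressing murine SR-BI / Medium: BSA-supplemented, HEPES-buffered Ham's F12, pH 7.4 / Probe or stimulus: DiI-labelled HDL at 10 µg/mL final / Timing: compound with DiI-HDL co-incubation, 3 h at 37 °C / Technique: bottom-read cell fluorescence after medium removal, ex 550/em 595 nm / Measure: HDL uptake via cellular fluorescence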
CDK5 inh = CDK5/p35 (human) kinase inhibition | Q00535+Q15078 | Recombinant CDK5/p35, ADP-Glo luminescence, 60 min | inhibition, % at 10 µM | 0.01% of 330,000 active;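 active means highest replicate inhibition of at least 50% and at least 75% of replicates reaching 50%; inconclusive means only one of the two criteria met; inactive means both criteria failed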;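 further: plate controls were DMSO neutral control for no effect and GW8510 at 10 µM for full effect; many of its hits are not listed in these tables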
NSD2 inh = inhibitors of human histone methyltransferase NSD2; O96028; NSD2 peptide methylation, AlphaScreen, 120 min; inhibition, % at 12.5 µM; 0.54% of 310,000 active; in the data active means inhibition above about 50%
PKA-R1A act = activators of PKA-R1A complex; AID 504707; 0.083% of 340,000 active; P00514+P68181; PKA-R1A dissociation, Cy5-IP20 fluorescence polarization; scaled: DMSO 0%, 113 µM cGMP 100%; activation, % at 11.4 µM;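 active means percent activation above the mean of all tested compounds plus 3 SD, cut at about 19% in these data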;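 further: higher means more PKAc released from R1A so a rise in polarization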
Pemphigus Ab inh = human desmoglein-3 autoantibody binding inhibition; binding (percent of control), % at 10 µM; AID 588358; 0.48% of 310,000 active; P32926; DSG3-coupled beads, scFv-anti-DSG3-GFP binding, flow cytometry; stronger effect = lower value;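 active means binding more than 3 SD below its plate's average and above zero; inconclusive means below that plate limit but binding exactly zero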;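 further: hits lower antibody fragment binding to DSG3; some compounds called inactive have numbers as strong as hits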
MITF act = MITF TRPM1 promoter activation in melanoma cells; SK-MEL-5 TRPM1-promoter luciferase, 24 h; % of positive control, neutral wells = 0; activation, % at 12.5 µM; 0.75% of 300,000 active;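 active means mean activation of at least 80% with every replicate also reaching 80%; inconclusive means mean reaches 80% but some replicate falls short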;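 further: 0% = neutral control wells and 100% = parthenolide positive control wells; values of inactives mirror those of a sister screen read the other way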
SR-BI HDL uptake = blocks mouse SR-BI lipid uptake from DiI-HDL | Q61009 | ldlA[mSR-BI] CHO cells, DiI-HDL uptake fluorescence, 3 h | inhibition, % at 12.5 µM | 0.96% of 320,000 active;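 active means mean replicate inhibition of at least 70% and a set share of replicates each scoring 70 or more; inconclusive means meets just one of the two criteria; inactive means fails both criteria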;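 further: 0% = median of neutral control wells and 100% = median of positive control wells; values of inactives mirror those of a sister screen read the other way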
Target sequence (Q61009 whole entry, looked up): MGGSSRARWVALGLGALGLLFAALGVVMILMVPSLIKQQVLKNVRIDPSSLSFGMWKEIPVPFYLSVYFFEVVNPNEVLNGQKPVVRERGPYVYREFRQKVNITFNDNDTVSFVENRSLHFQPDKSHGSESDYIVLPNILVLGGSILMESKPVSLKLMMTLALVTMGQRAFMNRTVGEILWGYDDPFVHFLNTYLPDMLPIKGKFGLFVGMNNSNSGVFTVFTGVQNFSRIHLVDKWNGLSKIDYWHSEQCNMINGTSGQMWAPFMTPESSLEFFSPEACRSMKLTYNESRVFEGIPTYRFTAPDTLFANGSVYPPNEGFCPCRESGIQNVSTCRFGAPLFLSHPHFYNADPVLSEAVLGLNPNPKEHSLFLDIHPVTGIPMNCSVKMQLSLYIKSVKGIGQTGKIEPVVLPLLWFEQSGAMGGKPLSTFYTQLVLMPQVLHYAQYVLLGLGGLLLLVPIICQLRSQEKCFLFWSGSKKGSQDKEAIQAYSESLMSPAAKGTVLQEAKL
Arrestin-AP2 inh = blocks beta-arrestin peptide binding to AP2 adaptin | AID 504490 | 0.31% of 340,000 active | FITC-arrestin peptide / GST-AP2 beads, flow cytometry; AP2 beta2 appendage carries R879A mutation | inhibition, % at 10 µM;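 active means inhibition above a set limit, near 3 SD of compounds lacking own fluorescence, cut at about 54% in these data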;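 further: plate controls were DMSO wells for no effect and 5 µM unlabelled arrestin peptide for full effect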
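System: GST-AP2 R879A bound to glutathione beads, E. coli-expressed. Also added: 50 nM FITC-arrestin peptide. Schedule: compound with beads 12 min RT, then probe 1 h RT. Signal: bead flow cytometry, FITC channel. Read-out basis: percent response.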
dFosB activator = enhances mouse delta FosB homodimer DNA binding | purified delta FosB, TAMRA-CDK5 oligo fluorescence polarization; percent of positive-control signal above neutral wells | P13346 | 0.99% of 340,000 active | activation, % at 25 µM | AID 493131;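 active means mean activation above about 17%, with every replicate also reaching it, limit read from the data, passing the limit was not always enough; inconclusive means only one of the two conditions met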;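 further: fluorescence polarization rise as delta FosB binds a TAMRA Cdk5 AP-1 oligo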
Target sequence (P13346 whole entry, looked up): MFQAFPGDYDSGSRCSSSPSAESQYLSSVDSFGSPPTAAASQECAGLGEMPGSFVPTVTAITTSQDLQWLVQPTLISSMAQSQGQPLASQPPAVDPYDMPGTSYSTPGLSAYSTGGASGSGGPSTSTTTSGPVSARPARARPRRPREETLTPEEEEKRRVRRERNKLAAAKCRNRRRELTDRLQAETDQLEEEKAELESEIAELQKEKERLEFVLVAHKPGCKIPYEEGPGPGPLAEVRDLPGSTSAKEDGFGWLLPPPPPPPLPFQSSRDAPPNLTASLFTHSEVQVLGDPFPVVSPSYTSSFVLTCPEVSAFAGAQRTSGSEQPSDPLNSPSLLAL
PKA-R2B act = PKA-R2B complex activation. activation, % at 11.4 µM. PKA-R2B holoenzyme dissociation, Cy5-IP20 fluorescence polarization; R2B truncated from residue 108, S112A mutant; 0% DMSO only, 100% 113 µM cGMP. 0.079% of 340,000 active;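 active means activation above a cutoff set at the mean over all compounds plus 3 SD, cut at about 18% in these data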;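 further: higher means more holoenzyme dissociation and a rise in polarization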
An asterisk follows results filed as active; ? = inconclusive; / = no result given.

Below each compound: SUMO Mot1 rescue	SR-BI DiI-HDL act	CDK5 inh	NSD2 inh	PKA-R1A act	Pemphigus Ab inh	MITF act	SR-BI HDL uptake	Arrestin-AP2 inh	dFosB activator	PKA-R2B act
CCc1ccc(-c2ccc3nnc(SC)n3n2)cc1
    105	-8	2.9	-11	-7	94	6	8	-13	-44	-6
COc1ccc2nc(C)cc(Sc3nc4ccccc4s3)c2c1
    44	-33	0.9	/	-7	132	-4	33	-1	-14	-7
CC(=O)Nc1nc(NC(=O)C(Cl)(Cl)Cl)n(-c2ccccc2)n1
    -10	-66	0.6	48	-8	118	-10	66	-20	-1	-4
CCCCC(=O)N1CCN(c2nc(-c3ccc(F)cc3)cs2)CC1
    /	-4	-1.3	-1	-15	108	/	4	4	-11	6
O=C(Cn1cc([N+](=O)[O-])cn1)Nc1ccn(Cc2c(F)c(F)c(F)c(F)c2F)n1
    -12	13	4.7	0	0	/	-12	-13	1	-10	-2
Cn1cc(CCNC(=O)c2ccc3nc(Cc4ccccc4F)oc3c2)cn1
    -2	-3	0.3	-1	-4	106	125*	3	-10	-11	0
CCN1C(=O)c2cccc3c(Cl)ccc(c23)C1=O
    -18	-3	0.1	3	-4	114	-10	3	-18	-1	-2
Cc1ccc(-c2cc(C(=O)Nc3cc(C)ccc3O)no2)cc1
    -2	-9	-3.5	11	-1	110	/	9	6	-1	-5
COc1ccc(C(=O)CSc2cc(C)nc(SCC(=O)c3ccc(C)cc3)n2)cc1
    -6	-31	-0.2	-1	-14	82	-18	31	4	1	-13
Cc1ccc(CNC(=O)CCS(=O)(=O)c2ccc(Br)cc2)cc1
    /	12	-1.6	1	-3	86	-5	-12	0	-6	5
CCO[C@H]1OC(C(=O)NCc2nc3ccccc3[nH]2)=C[C@@H](C2CC2)[C@@H]1CCCO
    106	-4	-1.2	/	-15	105	-22	4	10	-7	2
CN1CCN(/C(=N\S(=O)(=O)c2ccc(F)cc2)c2ccccc2)CC1
    -15	16	0.7	23	-4	/	4	-16	30	5	-3
N#Cc1cccnc1Nc1ccc(Cl)cc1
    -1	-4	0.2	0	3	94	-13	4	6	1	5
COc1cc(C2(c3ccc(O)c(OC)c3)C(=O)Nc3c(C)cc(Br)cc32)ccc1O
    79	8	0.0	1	7	110	/	-8	14	-15	-4
Cc1ccc(/C=C2/NC(=O)[C@H](C)NC2=O)cc1
    -5	9	-0.7	1	4	101	20	-9	16	-1	0
COc1ccc(C(C(=O)OC(C)CN(C)C)c2ccccc2)cc1 (stereo not drawn)
    -4	15	-0.2	2	-1	102	6	-15	-5	-6	-8
COc1ccccc1N(Cc1cc2ccc(C)cc2[nH]c1=O)C(C)=O
    10	-3	0.6	-1	0	145	/	3	-8	-10	-3
S=c1[nH]nc(-c2cccs2)n1/N=C/c1c(Cl)cccc1Cl
    -24	13	0.0	/	5	104	-9	-13	2	-2	-1
O=C(Nc1ccc(N2CCN(C(=O)c3cccs3)CC2)cc1)c1ccccc1Cl
    -12	-72	-2.1	2	-2	101	0	?	5	-2	-5
O=C(c1cccnc1)N(Cc1ccccc1)C1(C(=O)Nc2ccccc2)CCCCC1
    33	8	-2.9	0	-5	100	-12	-8	3	-2	-8
Cc1ccccc1CN1CCN(Cc2cc(=O)c3ccccc3[nH]2)CC1CCO (stereo not drawn)
    13	9	-0.5	4	-3	99	-22	-9	10	-10	3
CCOc1ccc(OCC(=O)OCC(=O)Nc2ccccc2C#N)cc1
    /	4	-1.0	0	-2	105	-10	-4	-4	-6	-5
C=CCn1cnc2c(c1=O)c1nc3ccccc3nc1n2/N=C/c1cc(OC)c(OC)c(OC)c1
    -12	23	-2.0	2	-3	103	-5	-23	-12	-19	-11
O=C(O)c1ccc(N2CCN(Cc3ccc4c(c3)OCO4)CC2)c([N+](=O)[O-])c1
    -12	-12	-0.4	2	2	95	0	12	15	-5	0
COc1ccccc1-n1c(SCC(=O)NCC2CCCO2)nc2c([nH]c3ccccc32)c1=O (stereo not drawn)
    -20	-3	-0.8	2	-5	116	-10	3	-3	-5	-1
CN(C(=O)COC(=O)c1cncc(Br)c1)C1CCCCC1
    8	5	0.0	0	-7	133	0	-5	16	1	1
CCOC(=O)N1CCC(NC(=O)CC2C(=O)NCCN2Cc2ccccc2F)CC1 (stereo not drawn)
    -2	6	0.9	2	0	98	-1	-6	-13	-7	-2
Cc1ccnc(N/C=C(/NC(=O)c2ccccc2)C(=O)NN)n1
    222	0	1.0	5	2	102	3	0	28	9	2
C=CCc1cccc(CNc2nc3ccccc3n2CC)c1O
    28	-36	0.1	-2	-9	105	2	36	-2	-4	-11
Cc1cc(=O)[nH]c(SCc2csc(-c3ccccc3)n2)n1
    3	17	0.0	41	-4	97	3	-17	-7	-2	-2
CC(=O)c1cc(C)ccc1OC(=O)CN1C(=O)c2ccccc2C1=O
    3	27	0.4	0	-2	101	-2	-27	31	1	7
CCS(=O)(=O)N1CCC(C(=O)NC2CCCCC2)CC1
    116	20	11	-1	0	94	15	-20	25	-4	-3
CC(C)c1ccccc1OCC(=O)NC1CCCc2ccccc21 (stereo not drawn)
    6	-16	1.5	-2	2	128	-12	16	13	-10	2
CCCCNC(=O)c1ccccc1NS(=O)(=O)c1ccc2c(c1)OCCO2
    70	12	0.9	0	-10	86	-1	-12	23	-5	5
O=C(Nc1cccnc1)c1cc(-c2ccc(Br)cc2)nc2ccccc12
    -3	-87	-0.6	/	-1	96	10	87*	8	-11	1
CCc1n[nH]c(=S)n1/N=C/c1ccccc1OCc1ccc(Cl)cc1
    -13	47	-0.3	0	1	140	9	-47	-10	-6	6
CN(C)CCCN(C(=O)c1ccc(S(=O)(=O)N2CCCC2)cc1)c1nc2c(F)cc(F)cc2s1
    142	23	-1.5	-1	-11	103	7	-23	17	-6	-19
Cc1ccc(Sc2nc3ccc(C)cn3c(=O)c2/C=N/O)cc1
    5	-46	-0.5	0	-7	100	-9	46	-4	2	-1
CS(=O)(=O)N1CC(C(=O)NC2CC2)Oc2ccc(Cl)cc21 (stereo not drawn)
    -4	5	-1.9	8	5	/	/	-5	-4	-5	-6
COc1cc(NC(=S)N2CCN(S(=O)(=O)c3ccc(F)cc3)CC2)cc(OC)c1
    -21	-18	0.0	2	0	108	-9	18	3	1	3
CCc1ccc(C2=NN(C(=O)OC)C(O)(C(F)(F)F)C2)cc1 (stereo not drawn)
    -13	0	-4.1	1	-11	103	38	0	-5	0	-5
Cc1cc(=O)[nH]c(SCc2cn3ccccc3n2)n1
    2	/	3.4	-1	-9	104	-8	/	28	-10	-5
O=C(COC(=O)Cn1cnc2ccccc2c1=O)Nc1ccccc1Sc1ccc(Cl)cc1
    -16	-4	-3.9	-1	5	132	-12	4	-2	-11	-10
CCSc1nsc(NC(=O)Nc2cccc(F)c2)n1
    58	-25	-0.5	-4	-10	112	/	25	-5	4	-7
CS(=O)(=O)N1CCN(C(=O)c2ccc(Cl)s2)CC1
    2	6	-0.3	-3	-1	102	-4	-6	3	4	13
Cc1ccc2c(c1)n([O-])c1c([n+]2=O)CCCC1
    -2	12	-0.9	32	-6	80	4	-12	-3	-2	-8
COc1cc2c(C(=O)Nc3ccccc3F)cn(C)c(=O)c2cc1OC
    9	/	1.0	-2	-5	/	-3	/	1	3	-3
Cc1ccc(CN2CC(C(=O)Nc3ccc(S(=O)(=O)Nc4cc(C)nc(C)n4)cc3)CC2=O)cc1 (stereo not drawn)
    6	46	-0.8	2	-11	109	-9	-46	-5	0	7
Cc1cc(Cl)c(S(=O)(=O)NCCC(=O)O)cc1OCC(N)=O
    -6	15	0.5	-2	-1	98	/	-15	32	-5	-7
CCNCC(=O)Nc1c(C)cccc1C
    304	15	0.8	/	3	/	16	-15	16	2	-10
COCCN(C(=O)CSc1nnc(-c2ccccc2F)n1C)c1c(N)n(Cc2ccccc2)c(=O)[nH]c1=O
    9	16	-1.4	-4	1	124	-1	-16	9	1	2
COCCOc1cc(-n2cccc2)c(Cl)cc1Cl
    1	-28	-0.9	1	-6	94	-6	28	-3	0	-4
COc1cc2c(cc1OC)CN(C(C)C(=O)Nc1ccc(NC(C)=O)cc1)CC2 (stereo not drawn)
    15	1	6.1	1	4	114	-3	-1	5	1	6
COC(=O)c1sc(C(=O)OC)c(C(=O)OC)c1C(=O)OC
    0	12	/	-4	-4	97	-12	-12	-4	-6	-2
COc1ccc(SCCN2CC[C@@H](NC(=O)OCc3ccccc3)CCC2=O)cc1
    -4	-12	-0.1	/	-11	108	-3	12	-7	-5	-9
CCOC(=O)c1sc(=S)n(C)c1NC(=O)c1ccccc1Cl
    -7	-8	-0.6	-2	-9	117	0	8	-4	0	8
O=c1c2ccccc2cnn1CCOc1cccc(Br)c1
    7	23	0.5	-10	-1	99	-2	-23	7	-8	-1
Nc1nnc(SCC(=O)OCc2ccccc2)s1
    2	27	-6.3	1	-4	108	-4	-27	-3	1	-11
CC(NC(=O)c1ccc(S(=O)(=O)Nc2ccccc2Cl)cc1)c1ccncc1 (stereo not drawn)
    13	-25	-2.0	0	5	119	-3	25	-1	-2	-5
O=C1NC2(CCCC2)N=C1c1ccc(Cl)cc1
    -7	-2	0.8	-4	-7	101	10	2	-3	-3	-7
CC(C)N1CCN(Cc2ccc(Sc3nncn3C)o2)CC1CCO (stereo not drawn)
    18	/	1.7	4	10	98	-13	/	4	0	-7
COc1ccc(CNC(=O)C2CCN(S(=O)(=O)c3cccnc3)CC2)cc1
    3	17	-0.1	3	-7	99	9	-17	16	-2	-8
O=C(COc1ccc2ccccc2c1Br)NNC(=O)Nc1ccccc1
    -9	-14	1.1	4	-6	96	6	14	5	6	-7
